F508del corr: F508del CFTR correction, initial screen, CFBE line, single point; activity (quench increase), % at 7.58 µM; CFBE cells, YFP halide quenching; stimulated with forskolin plus potentiator P3; % fluorescence drop versus neutral controls; 0.36% of 350,000 active;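 active = mean added fluorescence quench of at least 8% versus neutral control, with both replicates also reaching 8%; inconclusive = only one of the mean or replicate conditions met; inactive = mean below 8% and not both replicates reaching 8%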;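 note: cells transiently co-express mutant CFTR-F508del with the halide-sensitive YFP; corrector assay measuring rescue of mutant channel to the surface after 24 h compound exposure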
RAD52 anneal inh: RAD52 DNA annealing inhibitors, primary screen, biochemical, FRET, single point, set 2 | 0.46% of 360,000 active | inhibition, % at 18.7 µM | recombinant RAD52 DNA annealing, FRET fluorescence | AID 651710, 2012 | DNA repair protein RAD52 homolog (Homo sapiens), P43351;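 active = every replicate showing at least 50% inhibition; inconclusive = mean inhibition at least 50% but not in every replicate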
Xi reactivation: activators of inactive X chromosome reactivation, primary screen, imaging, XiGFP fibroblasts, GFP high-content imaging, set 2 | XiGFP mouse fibroblasts, % GFP-positive cells imaging, 3 d; cells co-treated with 5-aza-dC sensitizer; scaled so ellipticine positive control = 100% | activation, % at 7.58 µM | 0.055% of 360,000 active | AID 743238, 2013;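 active = mean normalized replicate activation at least 10% and every replicate at or above 10%; inconclusive = only one of the two criteria met; inactive = mean below 10% and not all replicates reach 10%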;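 note: 0% = median of on-plate neutral control wells and 100% = ellipticine 6 µM median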
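Assay system – SV40-immortalized XiGFP fibroblast cells, line 68-5-11 · Buffer or medium – DMEM supplemented with 5-aza-dC as sensitizing agent · Dosing – one concentration, pinned · Benchmarks – positive control ellipticine, 6 µM final · Times – 3 days compound exposure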
GSIS activator: GLuc luminescence reporter in INS-1E cells, primary screen for activators of glucose-dependent secretion of insulin. INS-1E GLuc reporter insulin secretion, 2-3 h. activation, % at 16.6 µM. 0.61% of 370,000 active. AID 743287, 2014;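 active = lowest replicate activation of at least 40%, so every replicate reaches that level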;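 note: 0% = median of neutral control wells and 100% = median of IBMX positive control wells; some compounds called inactive have numbers as strong as hits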
DENV2 CPE rescue: inhibitors of DENV2 cytopathic effect, primary screen, cell-based, plate reader, single concentration. DENV2-infected cells, cytopathic effect rescue. CPE inhibition, % at 9.99 µM. 1.7% of 350,000 active. AID 651640, 2012; in the data active = CPE inhibition above about 20%, passing the limit was not always enough; inconclusive = no clear call, values can overlap the other calls; tested in BHK-21 cells;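 note: 0% = median of neutral control wells and 100% = median of positive control wells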
RAD54 branch: inhibitors of human RAD54 branch migration, primary screen, biochemical, fluorescence, single point; inhibition, % at 10.4 µM; 0.14% of 360,000 active; RAD54 Holliday junction branch migration, FAM/BHQ fluorescence; DNA repair and recombination protein RAD54-like (Homo sapiens), Q92698;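 active = mean normalized replicate activity at least 40 and at least half of replicates scoring 40 or more; inconclusive = only one of the two criteria met; inactive = mean below 40 and under half of replicates reaching 40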;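 note: 0% = median of neutral control wells and 100% = median of positive control wells; inhibitors cause a drop in the FAM fluorescence signal; in these data hits start at about 50%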
Target sequence (Q92698 whole entry, looked up): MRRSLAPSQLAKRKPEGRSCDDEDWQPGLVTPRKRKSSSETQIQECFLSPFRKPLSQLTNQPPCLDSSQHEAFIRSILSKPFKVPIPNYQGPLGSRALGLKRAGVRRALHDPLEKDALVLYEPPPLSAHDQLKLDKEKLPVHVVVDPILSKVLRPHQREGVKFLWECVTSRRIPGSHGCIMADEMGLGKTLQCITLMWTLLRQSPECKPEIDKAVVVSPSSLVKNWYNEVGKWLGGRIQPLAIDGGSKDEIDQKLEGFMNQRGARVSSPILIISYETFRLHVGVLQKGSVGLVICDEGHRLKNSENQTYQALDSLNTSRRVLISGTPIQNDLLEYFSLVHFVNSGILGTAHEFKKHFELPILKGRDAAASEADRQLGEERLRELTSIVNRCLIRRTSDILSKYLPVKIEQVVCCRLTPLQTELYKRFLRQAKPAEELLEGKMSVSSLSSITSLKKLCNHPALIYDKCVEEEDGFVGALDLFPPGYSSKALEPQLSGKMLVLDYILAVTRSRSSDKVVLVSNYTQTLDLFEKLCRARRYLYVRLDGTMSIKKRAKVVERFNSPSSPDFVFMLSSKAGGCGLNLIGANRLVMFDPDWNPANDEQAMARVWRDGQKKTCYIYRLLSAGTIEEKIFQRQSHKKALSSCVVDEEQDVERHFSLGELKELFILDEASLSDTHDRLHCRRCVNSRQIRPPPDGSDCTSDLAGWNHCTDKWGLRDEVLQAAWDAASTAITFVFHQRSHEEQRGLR
E-sel inducer: E-selectin induction in HUVECs, primary screen, imaging, HUVEC, immunofluorescence imaging, single point; P16581; normalized: neutral wells 0, TNF-alpha wells 100; activation, % at 7.58 µM; 0.37% of 260,000 active; AID 686992, 2013;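 active = mean E-selectin-positive cell signal at least 10% of the positive control, reached in at least 60% of replicates, without over 20% cell loss; inconclusive = no rule given, readout overlaps actives, possibly toxicity-flagged; inactive = the rest, including those meeting only one limit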;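 note: in these data hits start at about 27%; measured in HUVEC primary endothelial cells; signal is the percent of cells scored E-selectin positive by PE staining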
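System: HUVEC / Compound: single concentration / Signal: immunofluorescence imaging / Read-out: percent E-selectin-positive cells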
Casp6 inh: human caspase-6 inhibitors, primary screen, biochemical, VEID-R110 fluorescence, single point, set 2; P55212; purified caspase-6, Z-VEID-R110 cleavage fluorescence; inhibition, % at 12.5 µM; 0.53% of 350,000 active; AID 686996, 2013;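 active = mean inhibition across replicates at least about 35%, with every replicate also reaching that limit, limit read from the data; inconclusive = only one of the two criteria met; inactive = neither criterion met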;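 note: 0% = median of neutral control wells and 100% = no fluorescence left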
Target sequence (P55212 24-179 limits assumed): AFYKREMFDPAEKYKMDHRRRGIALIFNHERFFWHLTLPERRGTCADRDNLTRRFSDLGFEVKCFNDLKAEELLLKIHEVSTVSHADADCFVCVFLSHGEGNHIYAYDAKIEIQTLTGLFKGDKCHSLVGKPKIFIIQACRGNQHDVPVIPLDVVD
Target sequence (P55212 194-293 limits assumed): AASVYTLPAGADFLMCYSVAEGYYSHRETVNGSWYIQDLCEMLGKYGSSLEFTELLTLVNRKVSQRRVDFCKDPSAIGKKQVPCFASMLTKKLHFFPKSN
Starred values were filed as active, the others as inactive; ? = inconclusive; . = not tested or not shown.

structure,F508del corr,RAD52 anneal inh,Xi reactivation,GSIS activator,DENV2 CPE rescue,RAD54 branch,E-sel inducer,Casp6 inh
C[C@H](NC(=O)c1ncn(Cc2ccccc2)c1C(=O)N[C@@H](C)c1ccccc1)c1ccccc1,-2.4,-14,0.2,27,75*,1,-0.1,.
Cc1noc(C)c1S(=O)(=O)N(C)C[C@@H]1OCCCC[C@H](C)Oc2ccc(NC(=O)c3ccccc3)cc2C(=O)N([C@@H](C)CO)C[C@H]1C,-0.9,-62,-0.1,-7,-2,-9,1.3,-2
CCOCCn1ccc2c(OCC(=O)Nc3cc(OC)ccc3OC)cccc2c1=O,1.2,-9,0.2,14,12,-2,.,0
O=C(C[C@H]1C=C[C@H](NC(=O)C2CCC2)[C@H](CO)O1)NC1CCC1,-1.7,-1,-0.5,11,-4,4,0.2,4
O=C(C[C@H]1CC[C@@H](NC(=O)c2ccccn2)[C@H](CO)O1)NCc1cc(F)cc(F)c1,-0.1,6,0.0,-2,-2,-2,-0.1,-2
Nc1nc(SCC(=O)Nc2ccc(Br)cc2Br)n[nH]1,0.2,-15,0.0,-17,0,6,-0.4,0
O=C(Cc1n[nH]c(=O)c2ccccc12)NCc1ccc(Cl)cc1,0.8,-13,0.0,5,-2,-9,2.9,-1
CC(=O)c1ccc(NC(=O)CSc2nc3ccccc3c(=O)n2CCCN2CCOCC2)cc1,-1.5,-11,-0.1,-17,-3,-6,-1.1,-1
CCc1nc(C(N)=O)c2[nH]c(=O)n(-c3ccccc3F)c2n1,-3.3,-20,0.3,-3,-1,7,.,-1
Cn1c(/C(C#N)=C(\O)c2cc(Cl)sc2Cl)nc2ccccc21,3.6,-7,0.0,.,5,-8,.,4
COc1ccc(NC(=O)N(C)C[C@H]2Oc3ccc(NS(=O)(=O)c4ccc(OC)cc4)cc3CC(=O)N([C@@H](C)CO)C[C@H]2C)cc1,0.6,-7,0.0,3,0,1,-0.4,1
COc1ccc(NC(=O)N(C)C[C@@H]2OCCCC[C@@H](C)Oc3ccc(NC(=O)c4ccncc4)cc3C(=O)N([C@H](C)CO)C[C@H]2C)cc1,0.1,.,0.0,8,20*,-8,-0.1,.
CSc1nnc(-c2ccc(S(=O)(=O)N3CCCC3)cc2)n1C,.,16,.,14,.,3,.,0
C[C@H](CO)N1C[C@H](C)[C@@H](CN(C)Cc2ccc(Oc3ccccc3)cc2)Oc2ccc(NC(=O)Cc3cn(C)c4ccccc34)cc2C1=O,0.1,23,0.0,-12,0,-6,20,3
C/C(=C\c1ccccc1)CN1CCN(C(C)C)C(CCO)C1 (configuration not stated),-9.0,-19,0.0,-5,12,5,.,2

Complete entries from above.
O=C(C[C@H]1CC[C@@H](NC(=O)c2ccccn2)[C@H](CO)O1)NCc1cc(F)cc(F)c1 across the screens: F508del corr: -0.1; RAD52 anneal inh: 6; Xi reactivation: 0.0; GSIS activator: -2; DENV2 CPE rescue: -2; RAD54 branch: -2; E-sel inducer: -0.1; Casp6 inh: -2
CCOCCn1ccc2c(OCC(=O)Nc3cc(OC)ccc3OC)cccc2c1=O across the screens: F508del corr: 1.2; RAD52 anneal inh: -9; Xi reactivation: 0.2; GSIS activator: 14; DENV2 CPE rescue: 12; RAD54 branch: -2; E-sel inducer: .; Casp6 inh: 0

(cont.)
structure,F508del corr,RAD52 anneal inh,Xi reactivation,GSIS activator,DENV2 CPE rescue,RAD54 branch,E-sel inducer,Casp6 inh
O=C(Nc1ccccc1NS(=O)(=O)c1ccc(F)cc1)C1CCCC1,1.1,-10,0.0,-6,0,5,0.1,3
CCC(=O)N1CC(=O)N2[C@H](CO)[C@H](c3ccc(-c4cccc(C(=O)N(C)C)c4)cc3)[C@@H]2C1,-0.7,-10,0.3,15,12,.,0.3,-2
N#C[C@H]1[C@H](c2ccccc2-c2cccc(F)c2)[C@@H](CO)N1C(=O)C1CCOCC1,-1.2,11,0.0,16,-5,.,0.2,-2
O=C(NCc1ccccc1C(F)(F)F)C1CC(c2ccc(C(F)(F)F)cc2)=NO1 (configuration not stated),-0.3,-17,0.0,-5,-15,3,0.6,2
Cc1ccc(OCCN2CCC2(C)C(=O)NCc2cccc3ccccc23)cc1 (configuration not stated),0.2,-6,-0.1,-17,15,2,0.1,17
CC1=C(C)CC(C(=O)Nc2nc(C)cs2)C(C(=O)O)C1 (configuration not stated),0.6,1,-0.1,-1,-8,-8,0.4,-1
Cc1ccc(C2C(C(=O)c3cccs3)=C(O)C(=O)N2c2nnc(C)s2)cc1 (configuration not stated),-1.1,-244,0.4,-5,5,.,-0.5,-7
COc1ccc(N2CC(C(=O)Nc3nnc(Cc4ccccc4)s3)CC2=O)cc1 (configuration not stated),2.4,-2,0.3,-17,3,-27,0.2,3
O=C1CN(S(=O)(=O)Cc2ccccc2)C[C@H]2[C@H](c3ccc(C#Cc4cccnc4)cc3)[C@H](CO)N12,-2.7,5,0.3,17,-5,.,0.4,-1
COC(=O)C1CCN(c2cnccn2)CC1,1.3,-2,0.0,.,1,.,0.2,-3
CCOc1cc(/C=N/NC(=O)c2cccc(S(=O)(=O)N3CCOCC3)c2)ccc1OCC(=O)N(C)C,-3.6,-5,0.5,-9,-4,11,.,3
CCOC(=O)c1sc2nc(CC(=O)OC)nc(N(C)CCc3ccccn3)c2c1C,1.0,-17,0.0,41,5,.,.,3
C/C(=N\NC(=O)c1n[nH]c2c1CCC2)c1ccco1,-2.2,-14,0.0,-5,-6,6,5.6,4
CC(C)NC(=O)N1C[C@@H]2[C@H](c3ccccc31)[C@H](CO)N2C(=O)c1ccc(F)cc1,-1.0,-6,0.0,9,9,-4,-0.1,-1
CC(C)c1ccc(CNCCCSc2ncccn2)cc1,1.2,5,0.1,.,-9,-19,.,-40

More entries
structure,F508del corr,RAD52 anneal inh,Xi reactivation,GSIS activator,DENV2 CPE rescue,RAD54 branch,E-sel inducer,Casp6 inh
C[C@H](CO)N1C[C@H](C)[C@@H](CN(C)Cc2ccc(-c3ccccc3)cc2)Oc2ccc(NS(=O)(=O)c3cn(C)cn3)cc2C1=O,0.9,20,-0.2,-3,-8,-17,-0.1,1
CC(=O)Nc1ccc(NC(=O)C2CC(=O)N(C(C)C)C2)cc1 (configuration not stated),0.1,-18,0.0,-8,?,0,3.9,-1
CCOC(=O)c1ccc(NC(C)=O)c([N+](=O)[O-])c1,-1.1,-10,0.2,4,-5,-2,-0.1,2
COC(=O)[C@]12CCCCC=C1N(CCc1ccc(OC)c(OC)c1)C(=O)[C@H](CC(=O)NCc1ccc(OC)c(OC)c1)C2,-1.5,-8,0.1,-1,5,.,0.6,0
CCC(=O)Nc1ccc2c(c1)C(=O)N(C)[C@H]1CC[C@H](CC(=O)N[C@H](C)c3ccccc3)O[C@@H]1CO2,-1.1,-3,0.1,1,-8,.,0.0,0
CCC(C)NC(=O)C1CCCN(S(=O)(=O)c2ccc3c(c2)CC(C)N3C(=O)C2CC2)C1 (configuration not stated),-0.8,-11,0.2,-9,5,5,0.0,2
c1ccc(CNc2nc(NCc3ccccc3)c3sccc3n2)cc1,-4.6,-9,-0.1,-21,?,-5,-0.1,0
CCOCCCn1c(=S)[nH]c2cc(C(=O)N3CCN(C)CC3)ccc2c1=O,.,-6,.,-1,.,9,.,2
C[C@@H]1CN([C@H](C)CO)C(=O)Cc2cc(NC(=O)Nc3ccc(C(F)(F)F)cc3)ccc2O[C@@H]1CN(C)CC1CCCCC1,4.6,-15,-0.1,-5,0,-1,-0.2,4
O=C(/C=C/c1cccc([N+](=O)[O-])c1)NCCSCc1ccc(Cl)cc1,.,8,0.0,-15,-2,.,.,2
CCN1[C@H](C(=O)NC2Cc3ccccc3C2)[C@@H](CO)[C@@H]2Cn3c(ccc(C4=CCCCC4)c3=O)[C@@H]21,-1.2,-5,0.4,-10,5,-7,-0.3,3
COC(=O)C(c1ccccc1)C1(O)CC(C)N(C)CC1C (configuration not stated),4.0,-7,0.0,.,1,-4,.,-1
Cc1ccc(N2CCN(c3ccc(C)cc3)C2c2cccnc2)cc1,-3.7,-14,.,-14,2,-1,.,2
CCCCC(CC)C(=O)Nc1cc(C(=O)NCCC)ccc1N1CCC2(CC1)CC(c1ccccc1)=NO2 (configuration not stated),4.9,-15,0.0,-14,1,6,4.9,.
Cc1c(C)c2c(OCC(=O)N[C@@H](C)C(=O)O)cc3c(c2oc1=O)CCC(C)(C)O3,0.9,-11,0.3,0,7,-11,.,1

The results go on:
structure,F508del corr,RAD52 anneal inh,Xi reactivation,GSIS activator,DENV2 CPE rescue,RAD54 branch,E-sel inducer,Casp6 inh
CCCN1CCN(CCCNC(=O)Cn2nc(C)n3c(cc4cc(OC)ccc43)c2=O)CC1,-4.0,7,0.4,1,-6,5,.,-16
O=C(NC(NC(=S)Nc1ccccc1O)C(Cl)(Cl)Cl)c1ccco1 (configuration not stated),.,-19,0.8,-5,-6,.,-2.6,8
CN(C)c1ccc(C2N3CC4(C)CN2CC(C)(C3)C4O)cc1 (configuration not stated),0.3,6,0.0,1,1,1,.,1
CCN1C(=O)[C@H]2[C@H]3CN=C(SCc4ccc(C(=O)OC)cc4)N3[C@@](Cc3ccccc3)(C(=O)OC)[C@H]2C1=O,-0.5,-17,0.1,-11,-7,-19,1.2,-2
CC(c1ccccn1)N(C)C(=O)c1ccc2nc(Cc3ccccc3F)oc2c1 (configuration not stated),1.3,-5,0.2,-12,-1,1,.,-5
COc1ccccc1N1CCN(C2CCCN(C(=O)CC(F)(F)F)C2)CC1 (configuration not stated),1.9,-3,0.3,-2,-3,2,0.0,1
Cc1cccc(Cl)c1NC(=O)N1CCN(c2ccnc3cc(Cl)ccc23)CC1,-3.0,-4,0.1,-8,-1,.,4.5,-4
C[C@H](NC(=O)[C@@H]1[C@@H](CO)[C@@H]2Cn3c(cccc3=O)[C@H]1N2C(=O)C1CCCC1)c1ccccc1,2.8,-3,0.0,2,-3,-5,0.0,1
Cc1ccc(S(=O)(=O)Nc2ccc3c(c2)C(=O)N([C@@H](C)CO)C[C@@H](C)[C@@H](CN(C)C(=O)Nc2ccc(C(F)(F)F)cc2)OCCCC[C@H](C)O3)cc1,2.0,-12,0.4,12,13,-3,-0.2,-2
Cc1ccc(C)c(S(=O)(=O)N2CCN(C(=O)Cc3c(F)cccc3Cl)CC2)c1,-1.4,-1,0.0,-16,19,10,0.0,-3
CC(OC(=O)Cn1cnc2c1c(=O)n(C)c(=O)n2C)C(=O)c1ccccc1 (configuration not stated),0.2,-13,0.1,9,-2,-4,.,-2
CC(=O)c1ccc(C(=O)NC2CCCN(Cc3ccccc3F)C2)cc1 (configuration not stated),-1.1,-10,0.1,3,-1,-9,0.0,-4
O=C(NCc1ccccn1)Nc1cccc(Cl)c1Cl,-0.6,-7,0.2,-4,2,9,.,0
OCCCn1c(C2CCCN2c2nc(-c3ccc(F)cc3)cs2)nc2cc(Cl)c(Cl)cc21 (configuration not stated),0.7,-38,0.0,-7,0,-5,0.6,-7

Compound activity as filed in PubChem.
